USP1 inh: inhibitors of human USP1/UAF1 deubiquitinase; recombinant USP1/UAF1, Ub-Rhodamine cleavage fluorescence; Potency, µM (titrated, usually from 57.1 µM), for inactives: top-dose activity change, negative = inhibition, hits mostly inhibitors; hit rate 0.23% among 390,000; AID 743255; further: on the % scale 0 is the no-effect control and ±100 the full control effect; nearly all actives have a fitted effect of over 60% in size; inactives centre near -12
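Step one: compound is pinned into 1nM USP1/UAF1 in HEPES pH 7.8 buffer with TCEP. Step two: 15 min room-temperature incubation. Step three: Ub-Rho (150nM final) starts cleavage, tracked by fluorescence over six one-minute reads.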
TrxR1 substrate: substrates of rat thioredoxin reductase 1 | Potency, µM (titrated, usually from 114 µM), for inactives: at the highest dose activity change, negative = substrate turnover | O89049 | purified TrxR1 substrate turnover, NADPH consumption readout | hit rate 0.01% among 390,000; further: on the % scale 0 is the no-effect control and ±100 the full control effect; nearly all actives have a fitted effect of over 50% in size
Target sequence (O89049 whole entry, looked up): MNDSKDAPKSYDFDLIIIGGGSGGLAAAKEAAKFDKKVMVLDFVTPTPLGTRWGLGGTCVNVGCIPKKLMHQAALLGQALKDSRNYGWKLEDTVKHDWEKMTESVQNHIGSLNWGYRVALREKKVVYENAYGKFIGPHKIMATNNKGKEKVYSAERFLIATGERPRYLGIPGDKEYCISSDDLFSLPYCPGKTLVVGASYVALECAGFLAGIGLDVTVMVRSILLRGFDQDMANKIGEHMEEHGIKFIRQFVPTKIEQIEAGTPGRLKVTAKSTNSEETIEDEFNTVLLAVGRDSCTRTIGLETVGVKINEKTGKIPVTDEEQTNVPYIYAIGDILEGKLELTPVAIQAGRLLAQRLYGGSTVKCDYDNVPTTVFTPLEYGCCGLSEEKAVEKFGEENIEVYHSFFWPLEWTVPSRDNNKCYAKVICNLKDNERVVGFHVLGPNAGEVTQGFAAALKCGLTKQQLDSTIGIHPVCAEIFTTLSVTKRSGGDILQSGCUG
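Rat TrxR1, dispensed at 90 nM, was prereduced with 400 uM NADPH (final) for 5 min at ~22 deg C, then incubated with compound 15 min before 400 uM selenite. A first-read NADPH fluorescence drop versus no-compound background flagged substrates.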
RXFP1 ag: RXFP1 (human) receptor agonism; Q9HBX9; HEK293T-RXFP1 cAMP TR-FRET, 30 min; response scale: percent of porcine relaxin response, buffer zero; Potency, µM (top dose mostly 57.5 µM), for inactives: at the top dose activation, actives largely listed as activators; hit rate 0.3% among 370,000; AID 2676; further: on the % scale 0 is the no-effect control and ±100 the full control effect; nearly all actives have a fitted effect of over 60% in size; many of its hits are not listed in these tables
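HEK293 cells stably expressing RXFP1, treated 30 min at 37C with compounds plus PDE4 inhibitor Ro 20174; cAMP measured by HTRF TR-FRET. Normalized to buffer and 29 nM porcine relaxin; EC50 by Hill fit.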
12-LOX inh: ALOX12 (human) lipoxygenase inhibition; purified 12hLO, xylenol orange hydroperoxide absorbance; hit rate 1.1% among 580,000; AID 1671190; Potency, µM (top dose mostly 108 µM), for the others: at the highest dose activity change, negative = inhibition, usual class: inhibitors; further: on the % scale 0 is the no-effect control and ±100 the full control effect
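Purified human 12hLO (150 nM final) in 25 mM Hepes, 0.01% Triton X-100, pH 7.0 was preincubated 15 min at room temperature with compound. Then 40 uM arachidonic acid was added, 30 min. Hydroperoxide was read by Fe-XO absorbance ratio 573/405 nm.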
Vif-APOBEC3F blk: inhibitors of Vif-A3F interaction. HeLa A3F-eYFP + Vif (tagged APOBEC3F with the HIV-1 protein that degrades it), YFP fluorescence increase. Potency, µM (highest dose often 46.1 µM), for the others: at the top dose activity, negative = active. hit rate 0.2% among 390,000. AID 602313; further: % of control where 0% means no effect; nearly all actives have a fitted effect of over 65% in size
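HeLa cells stably expressing A3F-eYFP plus Vif, plated and incubated overnight at 37 deg C, then exposed to compounds overnight at 37 deg C. Blocked degradation read as raised yellow fluorescence (Ex 488/Em 500-530).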
Vif-A3G inh: Vif-A3G binding inhibition; Q9HC16; HeLa A3G-eYFP + Vif (tagged APOBEC3G with the HIV-1 protein that degrades it), YFP fluorescence, overnight; Potency, µM (highest dose often 46.1 µM), inactives show at the highest dose activity, negative = active, actives largely listed as inhibitors; hit rate 0.076% among 410,000; AID 602310;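 further: on the % scale 0 is the no-effect control and ±100 the full control effect; nearly all actives have a fitted effect of over 60% in size; hits raise eYFP signal because A3G escapes Vif-driven loss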
Target sequence (Q9HC16 whole entry, looked up): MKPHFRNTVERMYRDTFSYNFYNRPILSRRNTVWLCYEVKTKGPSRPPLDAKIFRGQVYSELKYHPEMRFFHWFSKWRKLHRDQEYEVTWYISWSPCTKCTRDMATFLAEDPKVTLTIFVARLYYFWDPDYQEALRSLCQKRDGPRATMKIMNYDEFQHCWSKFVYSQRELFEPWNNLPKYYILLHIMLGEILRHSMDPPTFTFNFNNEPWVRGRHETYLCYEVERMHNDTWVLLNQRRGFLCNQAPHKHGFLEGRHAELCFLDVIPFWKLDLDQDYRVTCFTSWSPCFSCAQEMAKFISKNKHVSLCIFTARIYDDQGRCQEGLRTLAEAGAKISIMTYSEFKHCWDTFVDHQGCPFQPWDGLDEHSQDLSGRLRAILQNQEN
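Read-out is eYFP fluorescence (Ex 488/Em 500-530) from Vif-expressing HeLa A3G-eYFP cells; more signal means A3G escaped Vif-mediated degradation. Cells plated overnight, compound pinned in, incubated overnight at 37 deg C.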
RGS4 inh: blocks human RGS4-accelerated GTP hydrolysis. AID 504845. Potency, µM (series often up to 114 µM), for inactives: top-dose activity change, negative = inhibition, actives largely listed as inhibitors. Transcreener GDP fluorescence polarization, RGS4-accelerated GTP hydrolysis. hit rate 0.039% among 390,000. P49798; further: on the % scale 0 is the no-effect control and ±100 the full control effect; nearly all actives have a fitted effect of over 75% in size; some results filed as inactive show a strong effect at the top dose
Target sequence (P49798 whole entry, looked up): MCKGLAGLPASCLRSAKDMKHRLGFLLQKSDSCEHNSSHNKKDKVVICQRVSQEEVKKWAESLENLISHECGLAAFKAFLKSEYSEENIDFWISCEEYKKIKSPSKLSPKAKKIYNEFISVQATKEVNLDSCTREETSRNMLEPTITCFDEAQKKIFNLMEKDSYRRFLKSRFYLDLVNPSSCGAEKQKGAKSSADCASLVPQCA
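MLSMR compounds (23 nl, pin-transferred) preincubated 10 min at room temperature with a 500nM (2x) first reagent, then RGS4 at 900nM (2x) plus Transcreener GDP mix added; fluorescence polarization (620/688 nm) read before and after 90 min at 30 °C.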
rTrxR1 inhibitor: inhibitors of rat thioredoxin reductase 1 | Potency, µM (doses to about 114 µM), for the others: at the top dose activity change, negative = inhibition, hits mostly inhibitors | recombinant rTrxR1, NADPH fluorescence consumption, selenite substrate | hit rate 1% among 390,000 | O89049; further: on the % scale 0 is the no-effect control and ±100 the full control effect; nearly all actives have a fitted effect of over 65% in size
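Rat TrxR1 (90 nM in the dispensed reagent) was pre-reduced with 400 uM NADPH for 5 min at room temperature, then incubated with compound for 15 min. After 400 uM selenite was added, NADPH fluorescence (Ex 340/Em 450 nm) was followed for 8 min.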
mIDH1 inhibitor: human IDH1 R132H inhibition | IDH1-R132H enzyme, NADPH consumption, diaphorase/resazurin fluorescence | O75874 | AID 602179 | Potency, µM (series often up to 76.6 µM), for the others: top-dose activity change, negative = inhibition, hits mostly inhibitors | hit rate 0.093% among 390,000; further: on the % scale 0 is the no-effect control and ±100 the full control effect; nearly all actives have a fitted effect of over 65% in size
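IDH1-R132H (0.5 ug/mL) preincubated 30 min with compound, then NADPH (0.016 mM) and alpha-KG (2 mM) added; 80 min at RT, pH 7.5. Remaining NADPH coupled via diaphorase/resazurin to fluorescence (540/590 nm); concentration-response curves normalized to no-enzyme control.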
Active calls of the source: *; ? = inconclusive; nt = no result given; & = joins results of further samples; [ ] = dose if it differs, or a comment. The call rests on the fitted dose curve; in most records, active means well fitted curve in the direction sought with a large enough effect; inconclusive means small, poorly fitted or top-dose-only effect, or another doubt; inactive means no such curve, though single readings can be large; an effect the other way counts as inactive or inconclusive. Potency means the concentration at half of the fitted maximal effect. Not all compounds are listed; the hit share may differ from the screen's.

Second line of a record: USP1 inh	TrxR1 substrate	RXFP1 ag	12-LOX inh	Vif-APOBEC3F blk	Vif-A3G inh	RGS4 inh	rTrxR1 inhibitor	mIDH1 inhibitor
CCCOc1ccc(C(=O)Nc2cccnc2)cc1
 : -10%	-6%[2.29 µM]	-1.6%	5%	6%	10%	-1%	14%	12%
CCOc1cc(C2NC(=O)NC(C)=C2C(C)=O)cc(Cl)c1OCC(=O)O (stereo not given)
 : -14%	-2%	2.0%	?	-6%	-3%	-16%	-2%	4%
COc1ccc(N2C(=O)CC(Sc3n[nH]c(-c4ccccc4)n3)C2=O)cc1 (stereo not given)
 : ?	5%[57.1 µM]	0.4%	0%	-4%	0%	-44%	2µM*	1%
Cc1cc(Br)ccc1NC(=O)CNC(=O)Cn1ncc(Cl)c(Cl)c1=O
 : -9%	4%[57.1 µM]	0.7%	-6%	8%	?	9%	-55%	1%
COc1ccc(C(=O)NNC2=C(C(=O)C(F)(F)F)CCC2)cc1
 : -10%	-2%	3.6%	205%[activator]	-6%	6%	-8%	1%	9%
COCCNC(=O)CSc1nnc(-c2ccc(OC)c(OC)c2)c(-c2ccc(OC)c(OC)c2)n1
 : -18%	0%[57.1 µM]	2.0%	5%	-4%	-6%	6%	10%[57.1 µM]	-12%
CC1CCc2c(C(=O)NCCCN3CCOCC3)csc2C1 (stereo not given)
 : 7%	5%	-1.4%	10%	-7%	0%	9%	9%	0%
CC1Cc2ccccc2N1C(=O)NC1CC(=O)N(c2ccc3c(c2)OCCO3)C1 (stereo not given)
 : -9%	0%	0.9%	?	5%	1%	10%	17%	0%
N#Cc1c(-c2ccc(F)cc2)noc1N
 : -6%	15%[57.1 µM]	1.3%	0%	-7%	0%	-5%	-22%[57.1 µM]	11%
COc1cccc(-c2c(C(=O)N/N=C/c3ccc(C)s3)nnn2-c2nonc2N)c1
 : -13%	-8%	1.3%	0%	-13%	-1%	0%	15%	24%
CC(C)Oc1ccc(C2NC(=O)NC2=O)cc1 (stereo not given)
 : -8%	-8%	-1.5%	11%	-5%	3%	4%	-7%	-1%
CCN(CC)CCNC(=O)C12CC3CC(CC(C3)C1)C2
 : -10%	-4%	0.9%	252%[activator]	3%	3%	11%	-4%	6%
Cc1cccc(C(=O)Nc2nnc(Cc3c[nH]c4ccccc34)s2)c1
 : -12%	-3%	2.8%	0%	-20%	-9%	-17%	-1%	-3%
COC(=O)CCSc1nccn1Cc1ccccc1
 : -8%	9%	1.3%	-8%	7%	-2%	15%	8%	-1%
COc1cccc(NC(=O)c2cnsn2)c1
 : -14%	1%	1.2%	nt	-7%	-1%	18%	11%	-4%
NC(=O)c1nsc(C(=O)N(c2cccc(F)c2)C(C(=O)NCC2CCCO2)c2cccs2)c1N (stereo not given)
 : -28%	22%	2.2%	1%	-4%	-11%	16%	6%	-8%
CC(Sc1nnc(-c2cccs2)n1-c1ccccc1)C(=O)NCc1ccc2c(c1)OCO2 (stereo not given)
 : 4%	5%[57.1 µM]	0.5%	?	0%	-6%	-11%	4%[57.1 µM]	-2%
CC1CCc2nc3ncn(Cc4ccc(Cl)cc4)c(=O)c3cc2C1 (stereo not given)
 : -23%	7%[57.1 µM]	1.6%	-18%	-10%	0%	-9%	23%[57.1 µM]	13%
Cc1cccc(CNC(=O)CN2C(=O)CCn3nc(-c4cn(C)c5ccccc45)cc32)c1
 : 4%	-2%[57.1 µM]	1.9%	-25%	-3%	1%	-15%	14%[57.1 µM]	0%
COc1ccc2c(c1)c(=O)c(C(=O)c1ccccc1)cn2CC(=O)Nc1ccc2c(c1)OCO2
 : -14%	-10%	7.2%	-18%	-12%	-12%	-11%	-2%	-10%
CN(/C(=N/S(=O)(=O)c1ccccc1)c1ccccc1)S(=O)(=O)c1ccccc1
 : -2%	1%	0.0%	8%	6%	-1%	-17%	8%	12%
COc1ccccc1NC(=O)N(Cc1ccc2c(c1)OCO2)Cc1nc2ccccc2c(=O)[nH]1
 : -17%	3%[57.1 µM]	3.6%	-12%	1%	2%	21%	-6%	3%
Cc1ccc(-c2nc(NC(=O)c3nn(C)cc3[N+](=O)[O-])sc2C)cc1C
 : 1%	-13%	-2.0%	8%	-2%	-25%	-15%	-5%	5%
CNC(=O)CSc1nnc(COc2ccc([N+](=O)[O-])cc2)n1C
 : -5%	-21%[11.4 µM]	1.7%	-7%	-4%	1%	-29%	28%[11.4 µM]	12%
CCCOc1ccc(C(=O)NC(=S)NCc2cccnc2)cc1
 : -21%	-3%	0.2%	-27%	-10%	1%	-46%	-33%	0%
CCn1c(SCC(=O)Nc2cc(C(C)(C)C)nn2-c2ccccc2)nnc1-c1cccs1
 : 1%	7%[57.1 µM]	2.8%	-9%	-6%	-1%	38%	12%[57.1 µM]	-2%
CCNc1nc(N)nc(Oc2ccc(OCC)nn2)n1
 : 10%	10%	0.8%	8%	-2%	-1%	9%	19%	-2%
Cc1cc(C)c(C(N)=O)c(SCC(=O)c2cc(C)c(C)cc2C)n1
 : -15%	4%	0.5%	14%	6%	1%	-15%	6%	-2%
CC(C)(CO)CNC(=O)CCc1nnc(CCCc2ccccc2)o1
 : 4%	3%	-2.4%	7%	-12%	1%	1%	16%	23%
CC(C)CC1Nc2ncnc(N3CCN(c4ccccn4)CC3)c2N(Cc2ccccc2)C1=O (stereo not given)
 : -30%	7%[57.1 µM]	nt	-18%&-12%	7%	-6%&-16%	-10%	17%	-6%
O=C(NCCc1ccccc1)c1ccc(CS(=O)Cc2cccc(Cl)c2)o1 (stereo not given)
 : -17%	-3%	-0.3%	-10%	6%	-6%	-14%	-15%	13%
O=C(NCCc1ccccc1)C1CCN(c2nc3ccccc3o2)CC1
 : -14%	1%	-0.1%	0%	-15%	4%	9%	13%	-1%
O=C(Nc1cccnc1)NC1CCCCC1
 : -9%	-5%	2.4%	6%	1%	1%	?	15%	11%
CC(C)c1nnc(NC(=O)CCC(=O)NCc2ccc(F)cc2)s1
 : -19%	9%	?	0%	-12%	1%	-12%	10%	7%
CCOC(=O)C1=C(O)/C(=C\c2sccc2C)N=C1C
 : -25%	-14%	-1.3%	?	6%	-1%	2%	-8%	1%
COc1ccccc1NC(=O)CSc1nc(O)cc(=O)n1C
 : -4%	12%[57.1 µM]	1.1%	-8%	0%	2%	13%	2%[11.4 µM]	-5%
O=C(Nc1c(-c2ccccc2)nc2ccccn12)c1ccccc1
 : -14%	-6%	2.0%	8%	2%	-5%	-3%	1%[57.1 µM]	-3%
CC(=O)Nc1ccc2c(c1Br)Cc1ccccc1-2
 : -6%	3%[57.1 µM]	nt	-2%	-9%	-8%	4%	16%[57.1 µM]	6%
CSc1ccc(/C=C(\C#N)C(=O)NC2CCCCC2C)cc1 (stereo not given)
 : -10%	-10%	0.9%	-2%	-19%	-9%	11%	-16%	5%
O=C(CCCc1ccccc1)NC12CC3CC(CC(C3)C1)C2
 : 3%	-8%	1.6%	4%	9%	4%	12%	13%	3%
Cc1ccc(S(=O)(=O)NNC(=O)C2COc3ccccc3O2)cc1C (stereo not given)
 : -8%	-3%	1.7%	-1%	12%	0%	-6%	10%	-1%
COc1ccccc1-c1noc(-c2ccccc2C(=O)N2CCOCC2)n1
 : -3%	-5%	3.7%	0%	1%	-7%	5%	8%[57.1 µM]	-1%
Cn1nnnc1Sc1ncnc2scc(-c3ccc(C#N)cc3)c12
 : nt	8%	1.5%	1%	-3%	?	-28%	?	nt
NC(=O)C[C@@H]1N[C@]2(C(=O)Nc3ccccc32)[C@@H]2C(=O)N(C3CCCCC3)C(=O)[C@H]12
 : -6%	3%	2.3%	0%	-6%	-8%	2%	8%	10%
CCCCN(C)CCCNC(=O)c1cc(=O)[nH]c2ccc(S(=O)(=O)N3CCCCC3C)cc12 (stereo not given)
 : -22%	-3%	3.1%	-3%	9%	1%	6%[56.9 µM]	0%	-13%
CCN(CC)c1ccc2c(C)c(CN3CCOCC3)c(=O)oc2c1
 : -13%	68%[activator][57.1 µM]	6.1%	nt	-6%	-2%	-10%	42%[57.1 µM]	-5%
COc1ccc(OC)c(CNC(=O)CCCn2c(=O)c3cccn3c3cccnc32)c1
 : -3%	2%	?	?	nt	nt	-26%	8%	nt
O=C(NCc1ccc2c(c1)OCO2)Oc1ccccc1
 : 1%	5%[57.1 µM]	1.7%	1%	-7%	-5%	-19%	-10%[57.1 µM]	-1%

2 of the compounds above, field by field:
Molecule: COc1ccccc1-c1noc(-c2ccccc2C(=O)N2CCOCC2)n1
  USP1 inh: -3%; TrxR1 substrate: -5%; RXFP1 ag: 3.7%; 12-LOX inh: 0%; Vif-APOBEC3F blk: 1%; Vif-A3G inh: -7%; RGS4 inh: 5%; rTrxR1 inhibitor: 8%[57.1 µM]; mIDH1 inhibitor: -1%
Molecule: Cn1nnnc1Sc1ncnc2scc(-c3ccc(C#N)cc3)c12
  USP1 inh: nt; TrxR1 substrate: 8%; RXFP1 ag: 1.5%; 12-LOX inh: 1%; Vif-APOBEC3F blk: -3%; Vif-A3G inh: ?; RGS4 inh: -28%; rTrxR1 inhibitor: ?; mIDH1 inhibitor: nt

Screening data: PubChem BioAssay, National Center for Advancing Translational Sciences (NCATS)
